Screening results as filed in PubChem BioAssay.
Spn PMK inh = S. pneumoniae PMK inhibitors, primary screen, biochemical, mevalonate pathway, pilot trial included; phosphomevalonate kinase (Streptococcus pneumoniae D39); purified PMK, PK/LDH-coupled NADH absorbance 340 nm; inhibition, % at 10 µM; actives 0.49% (n = 65,000);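 active = top-ranked compounds by inhibition in the single 10 µM screen, taking a fixed number of the strongest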;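 also: 0% = full reaction with DMSO carrier and 100% = background rate without enzyme reaction; no value below 0 was filed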
HPDE-C7 viability = cytotoxicity in HPDE-C7 cells, cell-based, fluorescence, HTS (AID 430); HPDE-C7 pancreatic duct cells viability, fluorescence; higher % means a stronger effect; one-dose cytotoxicity, % at 10 µM; EC50 in µM for titrated hits; actives 1.8% (n = 63,000);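 also: cells exposed to compound for 48 hours before viability readout; 0% = vehicle and 100% = reference cytotoxic drug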
TNAP inhibition = human TNAP enzyme inhibitors, biochemical, luminescent (AID 518); purified TNAP enzyme, luminescent substrate readout; higher % means a stronger effect; one-dose inhibition, % at 20 µM; IC50 in µM for titrated hits; Alkaline phosphatase, tissue-nonspecific isozyme (Homo sapiens); actives 0.09% (n = 64,000); in the data active = a potency from the dose series; inactive = the rest, 99 in 100 with inhibition below about 22%;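 also: plate controls were vehicle for no effect and reference inhibitor for full effect; many of its hits are not listed in these tables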
LYP phosphatase = LYP phosphatase inhibitors, primary screen, biochemical, DiFMUP fluorescence, recombinant catalytic domain, 10 µM (AID 606). 52,000 tested, under 10 active. recombinant LYP catalytic domain, DiFMUP fluorescence; higher % means a stronger effect. Tyrosine-protein phosphatase non-receptor type 22 (Homo sapiens). inhibition, % at 10 µM; hits with a dose series show IC50 in µM;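 active = IC50 under 40 µM in the dose-response test; inactive = IC50 of 40 µM or more, or never dose-tested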
Bfl-1 displacement = Bfl-1 inhibitors, primary screen, biochemical, fluorescence polarization, FITC-Bid, mouse (AID 432) | FITC-Bid BH3 peptide fluorescence polarization displacement; higher % means a stronger effect | Bcl-2-related protein A1 (Mus musculus) | displacement, % at 20 µM, or IC50 in µM where a hit was titrated | actives 0.02% (n = 64,000); in the data active = a potency from the dose series; inactive = the rest, 99 in 100 with displacement below about 15%; also: strong numbers were not always called active
DPM-DC inhibit = S. pneumoniae DPM-DC inhibitors, primary screen, biochemical, PK/LDH-coupled NADH fluorescence; purified DPM-DC; calls only at 10 µM; actives 0.49% (n = 65,000);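 active = the 320 compounds with the highest percent inhibition in the single-dose primary screen, excluding strongly autofluorescent ones, cut at about 32% in these data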;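 also: kinetic rate of NADH fluorescence loss reporting ADP formed by the decarboxylase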
HT1080 cytotoxicity = cytotoxicity in HT1080 fibrosarcoma cells, cell-based, fluorescence readout (AID 620); actives 0.42% (n = 87,000); cytotoxicity, % at 10 µM, or EC50 in µM where a hit was titrated; HT1080 viability, fluorescence; higher % means a stronger effect;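 also: cells exposed to compound overnight then 4 h with Alamar Blue; 0% = vehicle DMSO and 100% = killing control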
MK inhibit = S. pneumoniae MK inhibitors, primary screen, biochemical, PK/LDH-coupled NADH absorbance. inhibition, % at 10 µM. actives 0.48% (n = 65,000). purified MK, PK/LDH-coupled NADH absorbance 340 nm. mevalonate kinase [Streptococcus pneumoniae D39];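 active = ranked among the strongest by inhibition in the single 10 µM screen, a fixed top-ranked set picked for dose follow-up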; also: no value below 0 was filed
KRASV12 cytotoxicity = cytotoxicity in KRAS-transformed pancreatic duct cells, primary screen, cell-based, fluorescence, HTS (AID 431). HPDE-C7K KRASV12 cells, Alamar Blue viability, 48 h; higher % means a stronger effect. cytotoxicity, % at 10 µM; hits with a dose series show EC50 in µM. actives 1.7% (n = 63,000);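 active = compounds whose percent cytotoxicity in the single-dose primary screen, scaled between solvent and toxic-drug controls, exceeds 50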;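 also: 0% = DMSO solvent wells and 100% = doxorubicin-treated wells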
Spn PMK inh pilot replicates = further read-out of Spn PMK inh, marked with its call; inhibition, %; measured here: pilot screen replicates
MK inhibit pilot replicates = second read-out of MK inhibit, no call of its own (marks repeat the call); inhibition, %; measured here: pilot screen replicates
DPM-DC inhibit pilot screen % = recorded beside DPM-DC inhibit, whose call it bears; inhibition, %; measured here: pilot screen trials
An asterisk follows results filed as active; i = inactive; / = not tested or not shown; + = active, no number. Rule as the data show it, unless noted: active = cytotoxicity above about 50%; inactive = the rest. Compounds were not picked by outcome. Share with any hit: about 3.5%.

SMILES	Spn PMK inh	HPDE-C7 viability	TNAP inhibition	LYP phosphatase	Bfl-1 displacement	DPM-DC inhibit	HT1080 cytotoxicity	MK inhibit	KRASV12 cytotoxicity	others
c1ccc2c(c1)oc1c(NCc3ccc4c(c3)OCO4)ncnc12	0	-2%	8%	18%	3%	i	-1%	0	7%
COc1ccccc1NC(=O)C1CCCCC1	0	-4%	15%	0%	-3%	i	-3%	1	-13%
COc1ccc(C(=S)N2CCN(C)CC2)cc1Br	0	-6%	5%	-1%	-4%	i	-4%	0	-10%
CCCCOC(=O)Nc1ccc(N2CCCCC2)cc1	0	0%	14%	10%	6%	i	-8%	3	0%
COc1ccc(Cn2c(C)ccc2C)cc1	0	-2%	4%	/	-2%	i	/	9	10%
Cn1c(N2CCCC2)nc2c1c(=O)n(Cc1ccc(F)cc1)c(=O)n2C	9	-1%	9%	5%	-3%	i	-9%	7	0%
CC1(C)Cc2nc(N)c(C(=O)NCCO)cc2CO1	5	17%	4%	8%	-7%	/	2%	2	2%
COc1ccccc1-c1cc(C(=O)Nc2ccccc2SC)no1	11	/	8%	19%	-8%	i	-9%	5	/
CCc1nc2oc3ccccc3c(=O)c2c(=O)n1-c1ccccc1	8	-15%	11%	-1%	-9%	i	17%	9	-5%
COc1ccc(NC(=O)Cn2nnc(-c3ccccc3NC(=O)C3CC3)n2)cc1	12	-16%	8%	6%	6%	i	10%	8	-6%

6 entries drawn at random from those above, as already listed:
SMILES	Spn PMK inh	HPDE-C7 viability	TNAP inhibition	LYP phosphatase	Bfl-1 displacement	DPM-DC inhibit	HT1080 cytotoxicity	MK inhibit	KRASV12 cytotoxicity	others
COc1ccc(NC(=O)Cn2nnc(-c3ccccc3NC(=O)C3CC3)n2)cc1	12	-16%	8%	6%	6%	i	10%	8	-6%
CC1(C)Cc2nc(N)c(C(=O)NCCO)cc2CO1	5	17%	4%	8%	-7%	/	2%	2	2%
c1ccc2c(c1)oc1c(NCc3ccc4c(c3)OCO4)ncnc12	0	-2%	8%	18%	3%	i	-1%	0	7%
COc1ccc(C(=S)N2CCN(C)CC2)cc1Br	0	-6%	5%	-1%	-4%	i	-4%	0	-10%
Cn1c(N2CCCC2)nc2c1c(=O)n(Cc1ccc(F)cc1)c(=O)n2C	9	-1%	9%	5%	-3%	i	-9%	7	0%
CCCCOC(=O)Nc1ccc(N2CCCCC2)cc1	0	0%	14%	10%	6%	i	-8%	3	0%

(continued)
SMILES	Spn PMK inh	HPDE-C7 viability	TNAP inhibition	LYP phosphatase	Bfl-1 displacement	DPM-DC inhibit	HT1080 cytotoxicity	MK inhibit	KRASV12 cytotoxicity	others
CC(CCc1ccco1)NC(=O)CSc1cc(=O)n(C)c2ccccc12 (stereo not given)	14	-5%	4%	/	-3%	i	2%	7	-7%
O=C(NC1CCCCC1)N1CCSC1=Nc1ccccc1	0	12%	6%	10%	-5%	i	/	29	11%
C=CCn1c(O)c(C2=c3ccccc3=NC2=O)s/c1=N/c1nccs1	12	-3%	23%	4%	10%	i	6%	0	-2%
Cc1cccc(C)c1NC1=NC2(CCCCC2)N=C(N)N1	14	-3%	8%	9%	4%	i	3%	0	1%
COC(=O)Cc1cc(=O)n(-c2ccccc2)[nH]1	7	-19%	10%	3%	9%	i	-6%	4	-4%	Spn PMK inh pilot replicates=3.5;MK inhibit pilot replicates=0.0;DPM-DC inhibit pilot screen %=1.5
Cc1ccc2nc(SCC(=O)Nc3c(C)n(C)n(-c4ccccc4)c3=O)[nH]c2c1	5	4%	1%	14%	-4%	i	-10%	3	6%
O=C(NCCC1=CCCCC1)C1CCN(S(=O)(=O)N2CCOCC2)CC1	22	2%	5%	3%	3%	i	5%	5	-5%
CCC(C)OC(=O)C1=C(C)NC2=C(C(=O)C(C(=O)OC)C(C)C2)C1c1ccc(N(C)C)cc1 (stereo not given)	13	5%	11%	/	-4%	i	/	4	11%	Spn PMK inh pilot replicates=0.0;MK inhibit pilot replicates=3.0;DPM-DC inhibit pilot screen %=2.0
COc1cccc(-c2cc(C(=O)Nc3c(C)nn(Cc4ccccc4C)c3C)no2)c1	9	-3%	6%	-9%	-4%	i	-8%	6	5%
c1coc(C2Nc3ccccc3-c3nc4ccccc4n32)c1 (stereo not given)	11	/	10%	2%	-8%	/	2%	1	/
CCOc1ccc(OCC)c(NC(=O)CC2Oc3ccc(C)cc3NC2=O)c1 (stereo not given)	1	2%	-2%	0%	-1%	i	2%	12	0%
COc1cccc(OCCN2CCN(c3ncnc4c3cnn4-c3ccccc3)CC2)c1	0	36%	8%	/	2%	i	-7%	4	36%
COc1ccc(OC)c(C2=Nn3c(nnc3-c3cc(OC)c(OC)c(OC)c3)SC2)c1	17	4%	14%	/	-6%	i	64%*	13	10%
COC(=O)c1cccc(CSc2nnc(-c3ccco3)n2-c2ccccc2)c1	6	-1%	-1%	3%	4%	i	-4%	0	-16%
Cc1ccc(C)c2[nH]c(=O)c(CCNC(=O)c3ccc(S(=O)(=O)N(C)C)cc3)cc12	12	10%	10%	3%	-5%	i	12%	1	20%	Spn PMK inh pilot replicates=0.5;MK inhibit pilot replicates=0.5;DPM-DC inhibit pilot screen %=4.0
Cc1ccc2[nH]c(=O)c(CN(CCCO)S(=O)(=O)c3cccc4nsnc34)cc2c1	18	-23%	4%	5%	2%	i	-8%	0	-11%
C=CCn1c(Cc2cccs2)nnc1SCC(=O)c1ccc(F)cc1	9	-32%	7%	4%	-7%	i	-12%	9	-18%
Cc1ccc(S(=O)(=O)N2CCCN(S(=O)(=O)C3CCS(=O)(=O)C3)CC2)cc1 (stereo not given)	0	-4%	7%	1%	-8%	i	-9%	0	1%	Spn PMK inh pilot replicates=2.0;MK inhibit pilot replicates=6.0;DPM-DC inhibit pilot screen %=0.0
N#CC(C(=O)NC1CCCCC1)c1nc2ccccc2nc1N1CCCCC1 (stereo not given)	41*	15%	11%	11%	-9%	+	/	31	0%
Nc1nnnn1/N=C/c1cccs1	4	-1%	5%	5%	1%	i	-22%	0	2%
CC(O)CNc1nc2ccccc2n1-c1ncnc2sc3c(c12)CCC3 (stereo not given)	12	-2%	-47%	12%	3%	i	-4%	0	8%
O=C(Nc1sc2c(c1C(=O)NC1CC1)CCCCCC2)c1ccco1	5	-11%	0%	-24%	-5%	i	2%	7	-10%
O=C(CN1CCC2(CC1)OCCO2)c1c[nH]c2ccccc12	0	/	9%	/	7%	i	3%	11	/
CC1=C(C#N)C(NC(=O)c2ccco2)(C(F)(F)F)C(=O)N1 (stereo not given)	11	-2%	10%	-13%	1%	i	-9%	10	-2%
O=C(Cn1cnc2c(nnn2-c2ccccc2)c1=O)NCc1ccco1	0	-27%	2%	5%	-6%	i	0%	0	-24%
CCN(CCO)C(=O)CC(c1ccccc1)c1cc(Br)ccc1O (stereo not given)	5	10%	11%	-20%	-5%	i	1%	5	6%	Spn PMK inh pilot replicates=0.0;MK inhibit pilot replicates=0.0;DPM-DC inhibit pilot screen %=0.0
C=CCNc1nnc(SCC(=O)N2CCCCC2)c2ccccc12	6	5%	6%	10%	6%	i	-2%	5	13%
O=C(c1cccs1)N(CC1CCCO1)c1nc(-c2ccccc2)cs1 (stereo not given)	10	-19%	16%	18%	-8%	i	10%	15	-28%
O=C(c1ccco1)c1cn(CC(=O)N2CCCCC2)c2ccccc12	4	0%	8%	/	-6%	i	11%	10	-10%
CC(C)(C)c1ccc(C(=O)CSc2ncn[nH]2)cc1	16	-7%	5%	-1%	3%	i	2%	9	-11%

An excerpt from above in order of molecular weight, low to high.
SMILES	Spn PMK inh	HPDE-C7 viability	TNAP inhibition	LYP phosphatase	Bfl-1 displacement	DPM-DC inhibit	HT1080 cytotoxicity	MK inhibit	KRASV12 cytotoxicity	others
CC1=C(C#N)C(NC(=O)c2ccco2)(C(F)(F)F)C(=O)N1 (stereo not given)	11	-2%	10%	-13%	1%	i	-9%	10	-2%
O=C(Cn1cnc2c(nnn2-c2ccccc2)c1=O)NCc1ccco1	0	-27%	2%	5%	-6%	i	0%	0	-24%
O=C(Nc1sc2c(c1C(=O)NC1CC1)CCCCCC2)c1ccco1	5	-11%	0%	-24%	-5%	i	2%	7	-10%
CC(O)CNc1nc2ccccc2n1-c1ncnc2sc3c(c12)CCC3 (stereo not given)	12	-2%	-47%	12%	3%	i	-4%	0	8%
O=C(c1cccs1)N(CC1CCCO1)c1nc(-c2ccccc2)cs1 (stereo not given)	10	-19%	16%	18%	-8%	i	10%	15	-28%

Later entries:
SMILES	Spn PMK inh	HPDE-C7 viability	TNAP inhibition	LYP phosphatase	Bfl-1 displacement	DPM-DC inhibit	HT1080 cytotoxicity	MK inhibit	KRASV12 cytotoxicity	others
COc1cccc(-c2nc(C(N)=O)c3[nH]c(=O)n(-c4ccccc4)c3n2)c1OC	3	9%	1%	-8%	6%	i	-3%	3	-2%
O=C(CN1C(=O)c2ccccc2S1(=O)=O)NC1CCCC1	6	2%	11%	5%	3%	i	6%	9	-5%
CCOC(=O)CSc1nnc(-c2cccc(Br)c2)o1	0	-8%	7%	2%	-3%	i	-1%	8	1%
CN1CCc2nc(SCCOc3ccccc3)c(C#N)cc2C1	4	-2%	6%	-5%	2%	i	4%	0	-8%	Spn PMK inh pilot replicates=0.5;MK inhibit pilot replicates=0.0;DPM-DC inhibit pilot screen %=1.0
Cc1c(=O)n(OCc2c(F)cccc2F)c2ccccc2[n+]1[O-]	11	4%	18%	-3%	-3%	i	3%	6	11%
O=c1[nH]nc(Sc2ncnc3sccc23)n1CCc1ccccc1	11	52%*	16%	/	-4%	i	-6%	5	48%
CCc1cc2ccccc2nc1SCC(=O)N1CCN(C(=O)c2ccco2)CC1	18	1%	6%	15%	-8%	i	-4%	9	8%
CC(C)(C)OC(=O)N1CCC(C(=O)N2CCCCCC2)CC1	12	-7%	9%	3%	-4%	i	0%	25	-10%	Spn PMK inh pilot replicates=1.0;MK inhibit pilot replicates=3.0;DPM-DC inhibit pilot screen %=0.5
O=C(Nc1ccc(N2CCCCC2)c(C(=O)O)c1)c1ccco1	2	-6%	-3%	13%	1%	i	6%	14	-6%
COc1ccc(C2CC(c3cccc(C)c3)n3ncnc3N2)cc1 (stereo not given)	7	-5%	11%	17%	-3%	i	7%	11	-9%	Spn PMK inh pilot replicates=0.0;MK inhibit pilot replicates=1.5;DPM-DC inhibit pilot screen %=0.0
CC(=O)Nc1ccc(S(=O)(=O)Nc2ccc(N3CCOCC3)cc2)cc1	18	-2%	13%	-3%	-2%	i	-4%	0	9%
COc1ccc(N(C(=O)c2ccc(Br)o2)C2C=CS(=O)(=O)C2)cc1 (stereo not given)	19	-14%	0%	/	-5%	i	1%	3	-18%
Cc1nnc(SCC(=O)Nc2nccs2)s1	9	0%	18%	/	-1%	i	1%	8	5%	Spn PMK inh pilot replicates=4.5;MK inhibit pilot replicates=1.0;DPM-DC inhibit pilot screen %=2.0
